Assay outcomes (PubChem)
NSD2 block – blocks human NSD2 histone methyltransferase activity. O96028. NSD2-SET H3K36me1 DELFIA fluorescence, biochemical. inhibition, % at 12.5 µM. 44,000 compounds, 0.07% hits; in the data active = inhibition above about 54%, passing the limit was not always enough;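 also: inhibitors reduce the monomethyl H3K36 fluorescence signal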
The depositor's hits bear a star. A portion of the library; the hit share may differ from the screen's.

NSD2 block	smiles
13.3	C[C@H]1CN([C@@H](C)CO)S(=O)(=O)c2ccc(C#Cc3ccncc3)cc2O[C@@H]1CN(C)C(=O)C1CCC1
2.1	COCCOC(=O)N1C(=O)[C@@]2(c3cc(C#CCC(C(=O)OC)C(=O)OC)ccc31)[C@H](c1ccccc1OCCO)N1[C@H](c3ccccc3)[C@H](c3ccccc3)OC(=O)[C@H]1[C@@H]2C(=O)Nc1nc2ccccc2s1
1.0	CCCC#Cc1ccc2c(c1)O[C@@H](CN(C)Cc1ccccc1)[C@@H](C)CN([C@H](C)CO)S2(=O)=O
-2.9	COc1ccccc1S(=O)(=O)N(C)C[C@H]1Oc2cc(/C=C/c3ccccc3)ccc2S(=O)(=O)N([C@@H](C)CO)C[C@H]1C
-8.4	COc1c(C(CC(C)C)OC(C)=O)ccc2c1C(=O)OCc1cc(C)cc(O)c1O2 (stereo not drawn)
0.4	COCC(=O)N(C)C[C@H]1Oc2ncc(C3=CCCCC3)cc2C(=O)N([C@H](C)CO)C[C@@H]1C
-0.5	COCC(=O)N(C)C[C@H]1Oc2ncc(C#Cc3ccncc3)cc2C(=O)N([C@@H](C)CO)C[C@H]1C
-0.6	C[C@@H]1CN([C@H](C)CO)C(=O)c2cccc(NS(=O)(=O)c3cn(C)cn3)c2O[C@H]1CN(C)CC1CC1
-2.1	Cc1noc(C)c1S(=O)(=O)Nc1ccc2c(c1)C(=O)N([C@H](C)CO)C[C@H](C)[C@@H](CN(C)C(=O)c1ccncc1)OCCCC[C@@H](C)O2
-3.5	C[C@H]1CN([C@@H](C)CO)C(=O)c2cc(NC(=O)C3CCCCC3)ccc2O[C@@H]1CN(C)C(=O)Nc1ccc(F)cc1
-2.8	C[C@@H]1CN([C@H](C)CO)S(=O)(=O)c2ccc(-c3cccc(C#N)c3)cc2O[C@H]1CN(C)C(=O)c1ccccc1
3.1	CC(C)NC(=O)Nc1ccc2c(c1)CC(=O)N([C@H](C)CO)C[C@H](C)[C@@H](CN(C)C(=O)Nc1ccc(C(F)(F)F)cc1)O2
-1.2	COc1cccc(NC(=O)N(C)C[C@H]2Oc3cc(/C=C/c4ccccc4)ccc3S(=O)(=O)N([C@@H](C)CO)C[C@H]2C)c1
-2.5	C[C@H](CO)N1C[C@H](C)[C@H](CN(C)S(=O)(=O)c2cccs2)Oc2c(NC(=O)Nc3ccc(F)cc3)cccc2C1=O
5.2	C=CCN1CCc2cc(O)c(O)cc2C(c2ccccc2)C1 (stereo not drawn)
2.4	O=C(O)CCCCCCC(=O)N/N=C/c1cn(S(=O)(=O)c2ccccc2)c2ccccc12
0.0	CC(C)(C)NC[C@@H](O)COc1nsnc1N1CCOCC1
2.7	C[C@H](CO)N1C[C@H](C)[C@@H](CN(C)Cc2ccc3c(c2)OCO3)Oc2ccc(NC(=O)Cn3cnnn3)cc2CC1=O
-0.3	O=C(C[C@@H]1C[C@H]2c3cc(NC(=O)c4cccnc4)ccc3O[C@H]2[C@H](CO)O1)NCc1cc(F)ccc1F
0.5	C[C@@H]1CN([C@H](C)CO)C(=O)c2cc(NS(C)(=O)=O)ccc2O[C@H]1CN(C)S(=O)(=O)c1ccc(Cl)cc1
0.2	Cc1noc(C)c1S(=O)(=O)N(C)C[C@@H]1Oc2ccc(NC(=O)Nc3ccc4c(c3)OCO4)cc2CC(=O)N([C@H](C)CO)C[C@H]1C
-4.0	C[C@@H]1CN([C@@H](C)CO)C(=O)c2cc(NS(=O)(=O)c3ccccc3)ccc2O[C@@H](C)CCCCO[C@@H]1CN(C)C(=O)CCC(F)(F)F
1.5	c1ccc(-c2n[nH]c3c2oc2ccccc23)cc1
0.9	Cc1noc(C)c1S(=O)(=O)Nc1ccc2c(c1)C(=O)N([C@@H](C)CO)C[C@@H](C)[C@@H](CN(C)C(=O)c1ccccc1)OCCCC[C@@H](C)O2

Arranged by number of heavy atoms (smallest number first): part of the list above
NSD2 block	smiles
-0.3	O=C(C[C@@H]1C[C@H]2c3cc(NC(=O)c4cccnc4)ccc3O[C@H]2[C@H](CO)O1)NCc1cc(F)ccc1F
-2.5	C[C@H](CO)N1C[C@H](C)[C@H](CN(C)S(=O)(=O)c2cccs2)Oc2c(NC(=O)Nc3ccc(F)cc3)cccc2C1=O
-4.0	C[C@@H]1CN([C@@H](C)CO)C(=O)c2cc(NS(=O)(=O)c3ccccc3)ccc2O[C@@H](C)CCCCO[C@@H]1CN(C)C(=O)CCC(F)(F)F

Next compounds follow:
NSD2 block	smiles
13.1	C[C@@H]1CN([C@@H](C)CO)C(=O)c2cc(NC(=O)CCN3CCOCC3)ccc2O[C@@H]1CN(C)S(=O)(=O)c1ccccc1
-15.9	C[C@@H]1CCCCO[C@H](CN(C)Cc2ccc(Cl)c(Cl)c2)[C@@H](C)CN([C@@H](C)CO)C(=O)c2cc(NC(=O)c3ccccc3)ccc2O1
-3.0	C[C@@H]1CN([C@H](C)CO)C(=O)c2cccc(NC(=O)Nc3ccc(C(F)(F)F)cc3)c2O[C@@H]1CN(C)C(=O)Nc1cccc2ccccc12
8.4	COC(=O)C[C@@H]1CC[C@H](NC(=O)c2ccccc2)[C@@H](CO)O1
-2.7	CCCCCCC/C=N/NC(=O)c1ccccc1O
-1.2	CC(C)NC(=O)N(C)C[C@H]1Oc2ccc(NC(=O)C3CC3)cc2C(=O)N([C@@H](C)CO)C[C@H]1C
-0.3	COc1ccc(NC(=O)N(C)C[C@H]2OCCCC[C@@H](C)Oc3ccc(NC(=O)Cc4ccccc4)cc3C(=O)N([C@@H](C)CO)C[C@@H]2C)cc1
2.9	C[C@H](CO)N1C[C@H](C)[C@H](CN(C)Cc2ccc(-c3ccccc3)cc2)Oc2ccc(NS(=O)(=O)c3cn(C)cn3)cc2C1=O
-1.3	COc1ccc(S(=O)(=O)N(C)C[C@@H]2OCCCC[C@@H](C)Oc3ccc(NC(=O)Nc4c(C)noc4C)cc3C(=O)N([C@H](C)CO)C[C@@H]2C)cc1
-6.4	C[C@@H]1CN([C@H](C)CO)C(=O)c2cc(NS(=O)(=O)c3cccs3)ccc2O[C@@H](C)CCCCO[C@@H]1CN(C)S(=O)(=O)c1ccccc1
-4.7	C[C@@H]1CN([C@@H](C)CO)C(=O)Cc2cc(NS(=O)(=O)c3ccc(F)cc3)ccc2O[C@H]1CN(C)S(=O)(=O)c1cccs1
2.6	CCCC#Cc1cnc2c(c1)C(=O)N([C@@H](C)CO)C[C@@H](C)[C@H](CN(C)C(=O)c1ccc3c(c1)OCO3)O2
-1.0	C[C@H](CO)N1C[C@H](C)[C@@H](CN(C)Cc2ccncc2)Oc2ncc(/C=C/c3ccccc3)cc2C1=O
5.6	C[C@H]1CN([C@@H](C)CO)C(=O)c2cccc(NS(C)(=O)=O)c2O[C@@H]1CN(C)C(=O)Nc1ccc(C(F)(F)F)cc1
-6.5	C[C@@H]1CN([C@@H](C)CO)C(=O)Cc2cc(NC(=O)Nc3cccc4ccccc34)ccc2O[C@@H]1CN(C)S(=O)(=O)c1cccs1
-2.2	Cc1noc(C)c1NC(=O)Nc1ccc2c(c1)C(=O)N([C@@H](C)CO)C[C@@H](C)[C@@H](CN(C)S(=O)(=O)c1cccs1)O2
2.8	C[C@H]1CN([C@@H](C)CO)C(=O)Cc2cc(NC(=O)C3CC3)ccc2O[C@H]1CN(C)Cc1ccncc1
-5.2	Cc1ccccc1-c1ccc2c(c1)O[C@H](CN(C)C(=O)C1CC1)[C@@H](C)CN([C@H](C)CO)S2(=O)=O
-0.3	CCCNC(=O)N[C@H]1C=C[C@@H](CC(=O)N2CCN(C)CC2)O[C@@H]1CO
-1.4	C[C@H](CO)N1C[C@H](C)[C@H](CN(C)S(=O)(=O)c2ccccc2)OCCCC[C@H](C)Oc2ccc(N(C)C)cc2C1=O
-6.4	C[C@@H]1CN([C@@H](C)CO)C(=O)c2cc(NC(=O)Nc3ccc(F)cc3)ccc2O[C@H]1CN(C)S(=O)(=O)c1ccc(Cl)cc1
3.7	CNC[C@@H]1OCCCC[C@@H](C)Oc2ccc(N)cc2C(=O)N([C@H](C)CO)C[C@H]1C
-2.4	CCCN(C)C[C@@H]1OCCCC[C@H](C)Oc2ccc(NC(=O)CCCN(C)C)cc2C(=O)N([C@@H](C)CO)C[C@@H]1C
4.0	C[C@H](CO)N1C[C@H](C)[C@@H](CN(C)C(=O)CN(C)C)Oc2ncc(C#CC(C)(C)O)cc2C1=O

The closing two compounds of the part before open the next one.
NSD2 block	smiles
-2.4	CCCN(C)C[C@@H]1OCCCC[C@H](C)Oc2ccc(NC(=O)CCCN(C)C)cc2C(=O)N([C@@H](C)CO)C[C@@H]1C
4.0	C[C@H](CO)N1C[C@H](C)[C@@H](CN(C)C(=O)CN(C)C)Oc2ncc(C#CC(C)(C)O)cc2C1=O
7.5	COc1ccc(CN(C)C[C@H]2OCCCC[C@H](C)Oc3ccc(NC(=O)NC4CCCCC4)cc3C(=O)N([C@H](C)CO)C[C@H]2C)cc1
-10.8	C[C@@H]1CN([C@H](C)CO)C(=O)Cc2cc(NC(=O)Nc3ccc(F)cc3)ccc2O[C@H]1CN(C)S(=O)(=O)c1ccc(F)cc1
1.2	COC(=O)C(CC#Cc1ccc2c(c1)[C@]1(C(=O)N2)[C@H](C(N)=O)[C@H]2C(=O)O[C@H](c3ccccc3)[C@H](c3ccccc3)N2[C@@H]1c1ccc(OCCO)cc1)C(=O)OC
-1.8	C[C@H](NC(=O)C[C@@H]1C=C[C@@H](NC(=O)Cc2ccccn2)[C@@H](CO)O1)c1ccccc1
-1.2	C[C@@H]1CN([C@H](C)CO)C(=O)c2cc(NC(=O)Cc3ccccc3)ccc2O[C@@H](C)CCCCO[C@H]1CN(C)C(=O)Cc1ccccc1
-3.4	C[C@@H]1CN([C@H](C)CO)C(=O)c2cccc(NC(=O)Nc3ccccc3)c2O[C@H]1CN(C)C(=O)Nc1ccc2c(c1)OCO2
0.7	C[C@@H]1CN([C@H](C)CO)C(=O)c2cc(NC(=O)c3ccncc3)ccc2O[C@@H]1CN(C)CC1CCCCC1
3.4	C[C@H]1CN([C@@H](C)CO)C(=O)c2cc(N(C)C)ccc2O[C@@H]1CN(C)Cc1ccc(-c2ccccc2)cc1
3.5	C[C@H]1CN([C@@H](C)CO)C(=O)c2cccc(N(C)C)c2O[C@@H]1CN(C)Cc1ccccc1
1.7	C[C@@H]1CCCCO[C@H](CN(C)C(=O)c2ccncc2)[C@@H](C)CN([C@@H](C)CO)C(=O)c2cc(NS(C)(=O)=O)ccc2O1
-10.4	CC(C)C#Cc1ccc2c(c1)O[C@H](CN(C)C(=O)c1ccccc1)[C@@H](C)CN([C@@H](C)CO)S2(=O)=O
-1.5	C[C@H]1CN([C@@H](C)CO)C(=O)Cc2cc(NC(=O)Nc3ccccc3)ccc2O[C@@H]1CN(C)C
1.5	C[C@@H]1CN([C@@H](C)CO)C(=O)Cc2cc(NS(=O)(=O)c3ccc(Cl)cc3)ccc2O[C@H]1CN(C)S(C)(=O)=O
0.9	CC(C)OC(=O)N(C)C[C@H]1OCc2ccccc2-c2c(n(C)c3ccccc23)C(=O)N([C@@H](C)CO)C[C@H]1C
-2.4	C[C@@H]1CN([C@@H](C)CO)S(=O)(=O)c2ccc(-c3ccc(F)cc3)cc2O[C@@H]1CN(C)S(C)(=O)=O
16.3	C[C@@H]1CN([C@H](C)CO)C(=O)CCCn2nncc2CO[C@H]1CN(C)C
-15.4	CC(=O)N(C)C[C@H]1Oc2ncc(C#Cc3ccccc3)cc2C(=O)N([C@@H](C)CO)C[C@H]1C
3.6	C[C@H]1CN([C@@H](C)CO)C(=O)c2cc(Br)cnc2O[C@H]1CN(C)Cc1ccncc1
-1.1	Cc1noc(C)c1S(=O)(=O)N(C)C[C@@H]1Oc2c(NC(=O)C3CCCCC3)cccc2C(=O)N([C@H](C)CO)C[C@@H]1C
0.2	C[C@@H]1CN([C@H](C)CO)C(=O)c2cc(NS(=O)(=O)c3cccs3)ccc2O[C@H]1CN(C)C(=O)Nc1ccc(C(F)(F)F)cc1
6.2	C[C@@H]1CCCCO[C@H](CN(C)C(=O)c2ccncc2)[C@H](C)CN([C@@H](C)CO)C(=O)c2cc(NS(=O)(=O)c3cn(C)cn3)ccc2O1
-4.0	C[C@@H]1CN([C@H](C)CO)C(=O)c2cc(C#CC3CC3)cnc2O[C@@H]1CN(C)C(=O)Nc1ccccc1
-2.9	CCCN(C)C[C@H]1Oc2ncc(C#CC3(O)CCCC3)cc2C(=O)N([C@H](C)CO)C[C@H]1C
-1.4	C[C@H](CO)N1C[C@H](C)[C@H](CN(C)CC2CCCCC2)Oc2ccc(NC(=O)Nc3ccccc3)cc2CC1=O

A portion from the list above:
NSD2 block	smiles
-2.9	CCCN(C)C[C@H]1Oc2ncc(C#CC3(O)CCCC3)cc2C(=O)N([C@H](C)CO)C[C@H]1C
-1.4	C[C@H](CO)N1C[C@H](C)[C@H](CN(C)CC2CCCCC2)Oc2ccc(NC(=O)Nc3ccccc3)cc2CC1=O

Remaining list, next part
NSD2 block	smiles
-7.5	C=CCOC(=O)C1=C[C@H](c2ccc(Br)cc2)C[C@H](OCc2ccc(CO)cc2)O1
2.6	C[C@@H]1CN([C@@H](C)CO)C(=O)c2cc(NS(=O)(=O)c3cccs3)ccc2O[C@@H](C)CCCCO[C@@H]1CN(C)C(=O)Nc1ccccc1
4.4	COc1ccc(S(=O)(=O)Nc2ccc3c(c2)C(=O)N([C@@H](C)CO)C[C@@H](C)[C@H](CN(C)C(=O)c2ccccc2)OCCCC[C@H](C)O3)cc1
-7.1	C[C@H](CCC(=O)O)[C@H]1CC[C@H]2[C@@H]3C(=O)C[C@@H]4CC(=O)CC[C@]4(C)[C@H]3CC(=O)[C@]12C
-28.0	COCC(=O)N(C)C[C@H]1Oc2ncc(C#CC(C)(C)O)cc2C(=O)N([C@H](C)CO)C[C@H]1C
12.0	Cc1noc(C)c1NC(=O)Nc1ccc2c(c1)CC(=O)N([C@H](C)CO)C[C@@H](C)[C@@H](CN(C)Cc1ccncc1)O2
19.4	C[C@@H]1CN([C@@H](C)CO)C(=O)c2cc(-c3cncnc3)cnc2O[C@@H]1CN(C)Cc1ccc(Oc2ccccc2)cc1
6.0	CC(C)NC(=O)N(C)C[C@H]1Oc2c(NS(=O)(=O)c3ccccc3)cccc2C(=O)N([C@@H](C)CO)C[C@H]1C
4.3	CS(=O)(=O)Nc1ccc2c(c1)[C@H]1C[C@@H](CC(=O)N3CCc4ccccc4C3)O[C@H](CO)[C@H]1O2
